# Pol kappa inh: blocks human DNA polymerase kappa activity. Q9UBT6. purified Pol kappa, fluorescent DNA synthesis assay, 10 min. Potency, µM (titrated, usually from 107 µM), inactives show top-dose activity, negative = inhibition, actives largely listed as inhibitors. 400,000 tested, 0.53% active; note: potency is the fitted concentration of half-maximal effect; % is set by controls: 0 for no effect and ±100 for the full control effect
# Target sequence (Q9UBT6 whole entry, looked up): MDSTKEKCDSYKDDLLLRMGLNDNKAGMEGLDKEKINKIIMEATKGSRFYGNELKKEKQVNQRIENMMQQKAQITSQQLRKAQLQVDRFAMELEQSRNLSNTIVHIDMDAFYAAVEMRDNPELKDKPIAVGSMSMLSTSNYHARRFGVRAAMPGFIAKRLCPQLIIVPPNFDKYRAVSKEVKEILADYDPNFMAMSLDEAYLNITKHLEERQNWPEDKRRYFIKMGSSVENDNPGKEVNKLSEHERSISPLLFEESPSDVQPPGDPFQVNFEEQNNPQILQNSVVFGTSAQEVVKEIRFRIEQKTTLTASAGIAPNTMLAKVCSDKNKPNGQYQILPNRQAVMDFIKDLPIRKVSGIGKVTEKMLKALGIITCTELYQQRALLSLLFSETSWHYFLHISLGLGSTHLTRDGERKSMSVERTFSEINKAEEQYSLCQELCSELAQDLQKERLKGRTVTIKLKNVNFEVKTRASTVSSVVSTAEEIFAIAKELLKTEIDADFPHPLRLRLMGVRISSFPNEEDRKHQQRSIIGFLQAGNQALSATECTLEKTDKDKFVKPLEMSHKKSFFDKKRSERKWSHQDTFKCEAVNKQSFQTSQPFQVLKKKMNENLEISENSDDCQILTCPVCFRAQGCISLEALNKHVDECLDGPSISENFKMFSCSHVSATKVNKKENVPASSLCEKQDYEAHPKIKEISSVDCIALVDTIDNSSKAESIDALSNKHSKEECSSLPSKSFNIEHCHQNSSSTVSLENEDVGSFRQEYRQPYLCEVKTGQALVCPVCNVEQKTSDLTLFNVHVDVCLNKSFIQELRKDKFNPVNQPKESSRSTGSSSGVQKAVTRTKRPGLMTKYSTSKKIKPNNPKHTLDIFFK
#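 Fluorescent qHTS in 1536-well format: enzyme (10 nM) and compound sat 15 min at room temperature before 50 nM substrate (final) was added. Signal taken at 0 and 10 min; no-enzyme buffer wells were negative controls.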
# POLI inh: inhibitors of human DNA polymerase iota; Q9UNA4; Pol iota fluorescent replication assay, 10 min; Potency, µM (doses to about 115 µM), inactives show at the top dose activity, negative = inhibition, hits mostly inhibitors; 390,000 tested, 1% active; note: potency is the fitted concentration of half-maximal effect
#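 Fluorescent replication assay read twice, at 0 min and 10 min after adding 50 nM (final) substrate. Enzyme (10 nM) and compounds were first incubated 15 min at room temperature; enzyme-free buffer wells were negative controls.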
# Anesthetic bind: candidate novel general anesthetic via apoferritin binding. 350,000 tested, 0.074% active. Potency, µM (series often up to 77.5 µM), for the others: top-dose activity change, negative = displacement, hits mostly inhibitors. AID 485281. apoferritin/1-aminoanthracene competitive binding, fluorescence. P02791; note: potency is the fitted concentration of half-maximal effect; % is set by controls: 0 for no effect and ±100 for the full control effect; nearly all actives have a fitted effect of over 20% in size
# Target sequence (P02791 2-175 limits assumed): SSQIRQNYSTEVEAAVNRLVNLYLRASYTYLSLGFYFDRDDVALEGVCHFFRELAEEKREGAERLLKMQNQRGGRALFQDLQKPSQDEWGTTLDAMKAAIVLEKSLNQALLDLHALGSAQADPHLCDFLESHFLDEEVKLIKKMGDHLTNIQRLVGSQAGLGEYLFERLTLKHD
#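 10 uM apoferritin + 50% sat. 1-AMA, PBS; cpd 10 min RT; Ex380/Em535 endpoint; normalized to free probe vs complex; 4-param Hill fit; propofol titration as pos. ctrl.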
# LDHA inh: inhibitors of human lactate dehydrogenase A. purified LDHA, NADH/diaphorase-resazurin fluorescence; active compounds read low. P00338. activity change, % (values are at about 110 or 230 µM). 480,000 tested, 0.15% active; in the data active = activity change below about -30%; inconclusive = mostly about -25% to -30%;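 note: plate controls were DMSO wells for no effect and wells without enzyme for full effect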
#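 Human LDH5 at 2 nM final in Tris HCl pH 7.4 with 0.06 mM NADH and 0.2 mM pyruvate, reacted 5 minutes at room temperature. Remaining NADH coupled via diaphorase/resazurin; resorufin fluorescence read at 0 and 20 minutes, normalized to enzyme-free and DMSO wells.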
# BLM inh: inhibitors of human Bloom syndrome helicase BLM; Potency, µM (series often up to 56.1 µM), for inactives: top-dose activity change, negative = inhibition, usual class: inhibitors; AID 2528; recombinant BLM DNA unwinding, fluorescence dequenching; 350,000 tested, 0.2% active; P54132;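 note: potency is the fitted concentration of half-maximal effect; plate controls were vehicle for no effect and no enzyme for full effect; nearly all actives have a fitted effect of over 35% in size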
# APEX1 inh: blocks human APE1 abasic DNA cleavage | P27695 | recombinant APE1, TAMRA/BHQ-2 abasic DNA cleavage fluorescence | Potency, µM (top dose mostly 65.8 µM), for inactives: at the top dose activity change, negative = inhibition, actives largely listed as inhibitors | 350,000 tested, 0.35% active;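 note: potency is the fitted concentration of half-maximal effect; plate controls were vehicle for no effect and reference inhibitor for full effect; nearly all actives have a fitted effect of over 55% in size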
#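 Substrate: short duplex with […] THF abasic site, 5'-TAMRA and 3'-BHQ-2, 50 nM final. APE1 at 0.75 nM, preincubated 15 min RT with compound. Fluorescence increase from first to third read measured activity.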
# GRP78 ERSR act: inducers of ER stress response in human glioma cells. U87-MG GRP78 promoter luciferase reporter, 16 h. Potency, µM, inactives show at the top dose activation, most hits filed as activators. 420,000 tested, 0.02% active; note: potency is the fitted concentration of half-maximal effect; series mostly up to about 76 µM; % of control where 0% means no effect; nearly all actives have a fitted effect of over 35% in size
#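 Stably transfected U87-MG glioma cells carrying a GRP78-based luciferase sensor; 16 h compound incubation. Luminescence end-point read 10 min after Bright-Glo addition at room temperature.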
# Pol beta inh: DNA polymerase beta (human) inhibition. P06746. 340,000 tested, 1.3% active. Pol beta primer extension/strand displacement, fluorescence kinetic. Potency, µM (highest dose often 114 µM), without a hit: top-dose activity change, negative = inhibition, hits mostly inhibitors; note: potency is the fitted concentration of half-maximal effect; % is set by controls: 0 for no effect and ±100 for the full control effect
#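 Homogeneous kinetic assay of primer extension and strand displacement by 10 nM Pol beta, preincubated 15 min at room temperature with compound before 50 nM substrate (final) was added. Read at 0 and 10 min; four-parameter Hill fit.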
# POLH inh: DNA polymerase eta (human) inhibition; Q9Y253; recombinant Pol eta, fluorescent DNA replication assay; Potency, µM (highest dose often 114 µM), for the others: top-dose activity change, negative = inhibition, most hits filed as inhibitors; 390,000 tested, 1.2% active; note: potency is the fitted concentration of half-maximal effect; % is set by controls: 0 for no effect and ±100 for the full control effect
#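 Fluorescent replication assay: 50 nM final substrate added after a 15 min room-temperature compound preincubation with 10 nM enzyme. Signal taken at 0 min and again at 10 min.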
# * hit, by the source's call; ? = inconclusive; . = no result given; [ ] = dose if it differs, or a comment. Unless noted, calls come from the whole dose curve; as a rule, active = well fitted curve in the direction sought with a large enough effect; inconclusive = small, poorly fitted or top-dose-only effect, or another doubt; inactive = no such curve, though single readings can be large; an effect the other way counts as inactive or inconclusive. Only part of the results is shown; the hit share may differ from the screen's.
entry	smiles	Pol kappa inh	POLI inh	Anesthetic bind	LDHA inh	BLM inh
1	S=c1[nH]nc(C2CCCCC2)n1/N=C/c1ccc(Br)s1	-8%	12%	-13%	-3	-1%
2	CCCCCC1CC(CC(=O)Nc2nncs2)C(=O)O1 (stereo unspecified)	4%	7%	-23%	-1	0%
3	CCN(C(=O)COC(=O)C1=COCCO1)c1ccccc1	3%	?	.	-8	.
4	Cc1ccc(C2=NNC(=O)C(c3c[nH]c4ccccc34)C2)cc1 (stereo unspecified)	0%	6%	-18%	-1	-11%
5	COc1ccc(N2C(=O)CC(S/C(N)=N/N=C/c3ccnc4ccccc34)C2=O)cc1 (stereo unspecified)	.	.	-7%	.	-9%
6	O=C(O)C(Cc1c[nH]c2ccccc12)N1CCS(=O)(=O)CC1 (stereo unspecified)	-4%	72%[activator]	-1%	-3	-4%
7	O=C(Cn1ncc2c3ccccc3n(Cc3ccccc3F)c2c1=O)NCC1CCCO1 (stereo unspecified)	-5%	29%	-5%	-13	-6%
8	COC(=O)c1ccc(NC(=O)COc2coc(CN3CCc4ccccc43)cc2=O)cc1	-9%	?	.	0	.
9	CN(CC(=O)Nc1cccc(F)c1)C(=O)c1ccc(N2CCCCC2)c([N+](=O)[O-])c1	-18%	23%	.	-4	.
10	CN(C)c1ccc(/C=C2\C(=N)N3C(=NC2=O)Sc2cc(S(C)(=O)=O)ccc23)cc1	.	.	-6%	.	-3%
11	Cc1ccc(C2=NS(=O)(=O)N(C)C(C(=O)Nc3cc(C)n(CC(=O)N4CCCCC4)n3)=C2)cc1	-10%	55%[activator]	-6%	-6	-2%
12	COc1ccccc1N1CCN(C(=O)c2nc(-c3ccc(C)cc3)n3c2CCCCC3)CC1	-3%	9%	-24%	-1	39%[activator]
13	O=C(CCNC(=O)c1ccc([N+](=O)[O-])cc1)Nc1ccc(Cl)c(S(=O)(=O)N2CCOCC2)c1	-9%	1%	.	-4	.
14	COc1ccc(Cl)cc1S(=O)(=O)N1CCN=C1Cc1ccccc1	-1%	47%[activator]	-5%	-8	-3%
15	CSc1nc(NS(=O)(=O)c2cc(Br)ccc2Br)cc(=O)[nH]1	-11%	27%	-22%	-18	-8%

entry	APEX1 inh	GRP78 ERSR act	Pol beta inh	POLH inh
1	15%	-3%	28%	-2%
2	8%	-2%	22%	-11%
3	-6%	-3%	.	-10%
4	-9%	4%	-4%	-2%
5	3%	.	33%	.
6	8%	-3%	35%	-17%
7	-14%	-7%	22%	-7%
8	12%	-3%	.	?
9	-7%	6%	.	-23%
10	3%	.	-3%	.
11	-9%	-6%	17%	-17%
12	.	-4%	?	-3%
13	6%	-1%	.	-10%
14	15%	-4%	25%	-25%
15	-9%	-3%	?	-8%

# Part of the list above, reformatted:
# Each structure is followed by: Pol kappa inh	POLI inh	Anesthetic bind	LDHA inh	BLM inh	APEX1 inh	GRP78 ERSR act	Pol beta inh	POLH inh
(11) Cc1ccc(C2=NS(=O)(=O)N(C)C(C(=O)Nc3cc(C)n(CC(=O)N4CCCCC4)n3)=C2)cc1
 : -10%	55%[activator]	-6%	-6	-2%	-9%	-6%	17%	-17%
(12) COc1ccccc1N1CCN(C(=O)c2nc(-c3ccc(C)cc3)n3c2CCCCC3)CC1
 : -3%	9%	-24%	-1	39%[activator]	.	-4%	?	-3%
(13) O=C(CCNC(=O)c1ccc([N+](=O)[O-])cc1)Nc1ccc(Cl)c(S(=O)(=O)N2CCOCC2)c1
 : -9%	1%	.	-4	.	6%	-1%	.	-10%
(14) COc1ccc(Cl)cc1S(=O)(=O)N1CCN=C1Cc1ccccc1
 : -1%	47%[activator]	-5%	-8	-3%	15%	-4%	25%	-25%

# The listing continues.
entry	smiles	Pol kappa inh	POLI inh	Anesthetic bind	LDHA inh	BLM inh
16	O=C(NCc1ccco1)C1(c2ccc(Br)cc2)CCCC1	-7%	8%	-24%	-11	-7%
17	CCOC(=O)Nc1cc(NC(=O)OCC)ncn1	-13%	-6%	.	3	.
18	COc1ccc(CN(C)CC(=O)N(C)CC(=O)Nc2ccccc2Br)cc1F	4%	-2%	.	-1	.
19	CCOc1ccc(-n2c(C)cc(/C=C3/C(=N)N4C(=NC3=O)SN=C4S(C)(=O)=O)c2C)cc1	-18%	7%	-8%	-5	-17%
20	C/C(=N\NC(=O)c1c(Cl)cnn1C)c1cccc(NC(=O)c2ccc(C)cc2)c1	7%	2%	-7%	0	-1%
21	Cc1cc(OC(=O)c2ccc(Cl)cc2Cl)c([N+](=O)[O-])c(=O)[nH]1	1%	-1%	-11%	3	0%
22	Cc1ccc(S(=O)(=O)NCCSc2ncccn2)cc1	1%	20%	-16%	-19	-3%
23	Cc1ccc(S(=O)(=O)Nc2ccnc3ccccc23)cc1	-7%	12%	-15%	-14	1%
24	CC(NS(=O)(=O)c1ccc2c(c1)C(C)(C)C(=O)N2C)c1ccccc1 (stereo unspecified)	?	-12%	5%	-2	-2%
25	O=C(CCC1CCCN(Cc2ccc3c(c2)CCO3)C1)NCc1ccc(F)c(F)c1 (stereo unspecified)	-8%	3%	-13%	-15	1%
26	CC(CN1CCCCC1)OC(=O)COc1ccc(Br)cc1 (stereo unspecified)	-17%	-14%	-6%	-5	-3%
27	CCOC(=O)c1c(C)[nH]c(C(=O)COC(=O)c2[nH]c(C)c(C(C)=O)c2C)c1C	1%	45%[activator]	-14%	-6	-3%
28	CCOCCCNC(=O)c1cc2c(-c3ccc(OC)c(OC)c3)nn(C)c2s1	0%	-5%	-1%	-3	-3%
29	Cc1ccccc1NC(=O)Cn1nnc2ccccc21	-3%	66%[activator]	-4%	-5	-1%
30	C=CCNC(=O)C1CC(=O)N(c2ccc(OCC(=O)N3CCCC3)cc2)C1 (stereo unspecified)	12%	91%[activator]	3%	-4	-1%

entry	APEX1 inh	GRP78 ERSR act	Pol beta inh	POLH inh
16	1%	-1%	-4%	-3%
17	.	-2%	.	-18%
18	-8%	0%	.	-15%
19	4%	-2%	?	40µM*
20	24%	0%	5%	-4%
21	-12%	-2%	8%	-4%
22	4%	-1%	-5%	-1%
23	1%	-3%	1%	1%
24	11%	0%	-19%	-1%
25	-4%	-2%	19%	-19%
26	5%	-3%	?	-6%
27	12%	-3%	2%	-12%
28	.	-2%	-24%	?
29	-1%	?	49%	1%
30	-1%	-4%	5%	-20%

# Look-ups from the entries so far:
# Result for compound 16 in POLI inh: 8%
# Result for compound 25 in POLH inh: -19%
# Result for compound 30 in Pol kappa inh: 12%
# Result for compound 18 in GRP78 ERSR act: 0%
# Result for compound 22 in Pol beta inh: -5%

# (more compounds)
entry	smiles	Pol kappa inh	POLI inh	Anesthetic bind	LDHA inh	BLM inh
31	CCCCN(CC)CCNC(=O)Cn1cnc2sc(C)c(S(=O)(=O)N3CCOCC3)c2c1=O	0%	5%	-3%	-10	6%
32	CCOc1cc2[nH]c(=S)n(Cc3ccc(C(=O)O)cc3)c(=O)c2cc1OCC	-10%	54%[activator]	6%	0	-2%
33	COc1ccc(/C=N/NC(=O)c2cc(OC)c(OC)c(OC)c2)cc1CN1CCc2cc(OC)c(OC)cc2C1C (stereo unspecified)	-9%	52%[activator]	-15%	3	34%[activator]
34	COC1(C(F)(F)F)NC(=O)N(c2ccc(F)cc2)C1=O (stereo unspecified)	-6%	25%	-8%	-4	-2%
35	Cc1nnc(NC(=O)c2ccc(N3CCCC3=O)cc2)s1	-8%	49%[activator]	.	-8	.
36	CN1CCN(C(=O)c2ccc(-n3cccn3)nc2)CC1	-2%	120%[activator]	-1%	-4	-3%
37	Cc1ccc(-c2cc(-c3coc4ccccc4c3=O)c3c(n2)-c2cc(Cl)ccc2OC3)cc1	-24%	?	-3%	-2	-2%
38	COC(=O)COc1ccc(C2NC(=O)NC(C)=C2C(=O)NCc2ccccc2)cc1OC (stereo unspecified)	7%	21%	-4%	0	0%
39	CCC1CCCCN1CCCNC(=O)CNC(=O)c1nn(-c2ccc(OC)c(Cl)c2)c(=O)c2ccccc12 (stereo unspecified)	6%	2%	-20%	-4	12%
40	O=C(C1=C(O)C(=O)N(CCN2CCOCC2)C1c1cccc([N+](=O)[O-])c1)c1cccs1 (stereo unspecified)	-11%	?	5%	-11	-5%
41	C(CCCN1CCCCC1)CCN1CCCCC1	-16%	126%[activator]	.	-4	.
42	CCC(=O)Oc1cc(C(C)(C)C)cc2cc(-c3nc(-c4ccc(OC)cc4OC)no3)c(=O)oc12	6%	4%	8%	6	1%
43	Cc1nccc2[nH]c(=O)c(C(=O)NC(C)CCc3ccccc3)cc12 (stereo unspecified)	.	.	-4%	.	2%
44	CN(C)CCNC(=O)c1ccc2c(c1)NC(=O)c1ccccc1S2	-6%	?	-11%	-9	18%
45	COc1cccc(N(CC(=O)NC2CCCCC2)C(=O)CCC(=O)Nc2nccs2)c1	-12%	78%[activator]	1%	-4	-6%
46	COc1ccc(N(CC(=O)Nc2ccc3c(c2)OCO3)S(=O)(=O)c2ccccc2)cc1OC	-6%	21%	-2%	1	-4%
47	COC(=O)c1sc2ccccc2c1-n1cccc1C(=O)C(=O)Nc1ccc(C)cc1	-9%	1%	-13%	1	-10%
48	Cc1cccc(OCC(=O)Nc2cc(S(=O)(=O)N3CCCCC3)ccc2N2CCN(C)CC2)c1	-9%	14%	-22%	-2	-2%

entry	APEX1 inh	GRP78 ERSR act	Pol beta inh	POLH inh
31	8%	-1%	20%	-1%
32	-12%	-7%	53%	-16%
33	?	-4%	-1%	?
34	.	-2%	2%	-11%
35	-10%	-1%	.	-14%
36	1%	-2%	11%	-5%
37	.	-3%	2%	-2%
38	-3%	0%	0%	-11%
39	34%	-4%	22%	-19%
40	1%	0%	80%	-12%
41	.	-4%	.	0%
42	.	0%	3%	-21%
43	18%	.	-30%	.
44	50%	-3%	-2%	-5%
45	41%	-1%	-8%	-8%
46	4%	0%	6%	-15%
47	4%	5%	-17%	-14%
48	-1%	1%	-17%	-28%

# Screening data as filed in PubChem.
